Assay outcomes as filed in PubChem.
TbPYK inhibitor: blocks Trypanosoma brucei pyruvate kinase; Q57TT1; TbPYK enzyme, Kinase-Glo Plus ATP luminescence, 45 min; 410,000 compounds, 0.12% hits; AID 624173; Potency, µM (series often up to 76.8 µM), without a hit: at the top dose activity, negative = inhibition, actives largely listed as inhibitors; active = well fitted inhibition curve with a large enough effect; inconclusive = small, poorly fitted or top-dose-only effect; note: nearly all actives have a fitted effect of over 50% in size
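Readout: single end-point luminescence (Kinase-Glo Plus, 10 min). Reaction conditions were TbPYK/substrate plus 130 uM ADP, 45 min at RT, pH 7.2 TEA buffer. No-enzyme wells served as controls, and data were normalized before concentration-response fitting.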
Starred values were filed as active, the others as inactive; ? = inconclusive. % is set by controls: 0 for no effect and ±100 for the full control effect; potency is the fitted concentration of half-maximal effect.

SMILES	TbPYK inhibitor
COC(=O)[C@]12CCCCC=C1N(CCC1=CCCCC1)C(=O)[C@H](CC(=O)N1CCSCC1)C2	6.9%
COC(=O)N1CCC2(CCCN(C(=O)Nc3ccccc3)C2)CC1	-5.7%
Cc1ccc([C@H]2C[C@@H](O)[C@H](n3cc(C4CC4)nn3)CN2C(=O)c2cccs2)cc1	-4.9%
Cc1cn([C@H]2C[C@H](O)[C@@H](/C=C/C(=O)NCc3cccc4ccccc34)O2)c(=O)[nH]c1=O	0.6%
OC[C@@H]1CN(Cc2ccco2)C[C@H](n2cnc3c(N4CCN(c5ccccc5)CC4)ncnc32)O1	-6.1%
COCC#Cc1cnc2c(c1)C(=O)N([C@H](C)CO)C[C@H](C)[C@@H](CN(C)S(=O)(=O)c1ccccc1)O2	-11.0%
COc1cc2ccc(C(C)=O)c(O)c2cc1OC	5.5%
Cc1cccc(CCNC(=O)C2CC(O)CN2C(=O)Nc2ccccc2)c1 (stereo unspecified)	6.0%
COc1ccc(C(=O)Nc2c(F)c(F)c(F)c(F)c2F)cc1OC	-3.2%
N#CCCn1c(=O)c(-c2ccc(F)cc2)nc2cnc(Oc3cccc(Cl)c3)nc21	4.3%
CCCc1ccc(C(O)c2ncc(-c3ccccc3)[nH]2)cc1 (stereo unspecified)	-3.6%
O=C1NC(Cc2ccccc2)c2nc3cc(F)ccc3c(=O)n2-c2ncccc21 (stereo unspecified)	-8.8%
OC[C@@H]1CN(Cc2cccs2)C[C@H](n2cnc3c(NCc4ccncc4)ncnc32)O1	-1.8%
CN(CC(=O)Nc1ccc(Cl)cc1)CC(=O)N1CCc2ccccc21	3.6%
CCCCN(C)C(=O)c1ccc(Nc2nc(C(N)COCc3ccccc3)cs2)nc1 (stereo unspecified)	0.3%
Cc1cccc(NC(=O)c2nc[nH]c2C(=O)NC[C@H](C)O)c1	-10.8%
Fc1ccccc1-c1nc(-c2ccc(-c3nn[nH]n3)cc2)no1	0.0%
c1ccc(SC23CCCCN(CCC2)C32OCCO2)cc1 (stereo unspecified)	0.2%
CSc1ccc(CNC(=O)C2(C)CCCN2C)cc1 (stereo unspecified)	2.7%
COc1ccccc1N1CCN(Cc2cc(=O)oc3cc(C)cc(C)c23)CC1	-10.2%
Cc1cccc(-c2nc(NCCN(C)C)c3ccccc3n2)c1	-2.8%
CC(C)COC(=O)N(C)C[C@H]1OCc2cnnn2CCCC(=O)N([C@H](C)CO)C[C@@H]1C	0.1%
O=C(c1cccc(F)c1)N1CCC2(CCCN(c3cccc(-c4ccccc4)c3)C2)CC1	-7.1%
CC1(C(=O)NS(=O)(=O)c2ccccc2)CCN1C(=O)C1(c2ccccc2)CCCC1 (stereo unspecified)	0.8%
CCOC(=O)C(=O)N(C)c1c(CC)nc2c(OCc3ccc(Cl)cc3)cccn12	2.2%
COc1ccc(-c2nc3c4ccccc4ccn3c2Cc2ccsc2)cc1OC	-0.7%
CC(C)(C)OC(=O)N1CCC[C@H]1C(=O)N1CCC[C@H]1C(=O)NCc1ccc(F)cc1F	4.8%
COc1cccc(C(NC(C)=O)c2nc(-c3cccnc3)cs2)c1 (stereo unspecified)	5.1%
O=C(c1ccco1)N1CCC2(CCCN(c3ccncc3)C2)CC1	4.1%
CC(C)C[C@H]1CN([C@@H](Cc2ccccc2)CN2CCC[C@H]2CN2C(=O)C(=O)NC[C@@H]2Cc2ccc(O)cc2)C(=O)C(=O)N1CC1CCCCCC1	-1.2%
C[C@H](CO)N1C[C@H](C)[C@@H](CN(C)C(=O)Nc2cc(F)ccc2F)Oc2ncc(-c3cccc(F)c3)cc2C1=O	-6.6%
COc1ccc(-c2cc(C(=O)NCc3cccc(Cl)c3)[nH]n2)c(C)c1	-4.1%
CS(=O)(=O)N1CCC2(CCN(Cc3ccc(C#N)cc3)CC2)CC1	-7.6%
CCCNC(=O)C1(C)CCCN(CCC(=O)c2ccccc2)C1 (stereo unspecified)	0.5%
CC[C@@H]1Cc2[nH][nH]c(=O)c2[C@@H](c2ccc(F)cc2)O1	3.5%
CCCCC(=O)N(C)c1c(CC)nc2c(OCc3ccccc3C)cccn12	-1.5%
CCCN(C(=O)CSc1nnc(-c2ccc3c(c2)OCO3)o1)C1CCS(=O)(=O)C1 (stereo unspecified)	-1.4%
O=c1n2c(c(O)n1C1CCCCC1)C(c1ccccc1)=Nc1ccccc1C2	3.8%
COc1ccccc1CNC(=O)c1cc(-c2ccc(F)cc2C)n[nH]1	1.3%
COc1cc(-c2cc3nc(NCc4ccco4)ccn3n2)cc(OC)c1OC	-0.5%
O=C(C[C@H]1C(=O)N(C2CCCCC2)C[C@@H]1c1ccccc1)Nc1ccc(Br)cc1	-2.5%
CC(C)Nc1ncnc2c1ncn2[C@H]1CN(C2CCCC2)C[C@@H](CO)O1	2.3%
OC[C@@H]1CN(Cc2ccc3c(c2)OCO3)C[C@H](n2cnc3c(NCc4ccncc4)ncnc32)O1	0.4%
CS(=O)(=O)N1CCC2(CC1)CN(C(=O)Nc1cccc(F)c1)C2	-5.2%
C=CCNc1oc(-c2cccc(Cl)c2)nc1C#N	-4.1%
O=S(=O)(c1ccc(SCc2c(F)cccc2Cl)nc1)N1CCCC1	-7.6%
Cc1noc(C)c1S(=O)(=O)N(C)C[C@H]1OCc2cn(nn2)CCCC(=O)N([C@@H](C)CO)C[C@@H]1C	2.9%
O=C(NCc1cccc(F)c1)Nc1nnc([C@H]2C[C@H](O)[C@@H](CO)O2)s1	2.0%
CC(C)CC1C(=O)N(Cc2cn(Cc3ccco3)nn2)CCS(=O)(=O)N1Cc1ccc(-c2ccc(F)nc2)cc1 (stereo unspecified)	-3.8%
CC1CCCN(S(=O)(=O)c2ccc3c(c2)OCCO3)C1 (stereo unspecified)	-6.3%
Cc1ccc(S(=O)(=O)N2C[C@H]3C(=O)C[C@@H](c4ccccc4)N(S(=O)(=O)c4ccccc4C)[C@H]3C[C@H]2c2ccccc2)cc1	-15.2%
COCCNC(=O)c1ccc(-c2cn[nH]c2)c2ccoc12	1.7%
C=C1C(=O)[C@]23C[C@H]1CCC2[C@@]1(C)C(C[C@@H]3O)[C@](C)(C(=O)OC)CC[C@@H]1OC(C)=O (stereo partly specified)	-12.6%
C(=Nn1cnnc1)c1ccc2c(c1)CCC2	4.3%
COc1ccc(-c2nc3ccc(C)cn3c2Cc2ccc(C)cc2)cc1OC	1.5%
CC1=C(C(=O)N2CCOCC2)CC(CC(=O)NCc2cccs2)C(=O)N1CCCN1CCCC1=O (stereo unspecified)	1.4%
CC1(C(=O)NCc2cccs2)Cc2c(-c3ccc4c(c3)OCO4)ccnc2O1 (stereo unspecified)	3.6%
CC(=O)N1CCC2(CCN(Cc3ccc(C#N)cc3)CC2)CC1	0.5%
O=C(c1ccc2nc3ccc(Cl)cc3c(=O)n2c1)N1CCC2(CC1)OCCO2	-0.3%
COc1ccc(-c2cnc3c(NC(C)=O)cc(-c4ccsc4)cn23)cc1OC	-7.5%

Additional entries:
SMILES	TbPYK inhibitor
CCOC(=O)[C@]12CCC=C1N(Cc1cccc3ccccc13)C(=O)[C@H](CC(=O)NCCCN1CCCC1=O)C2	0.1%
COc1ccccc1CNc1nc(NCCOc2ccccc2)c2sccc2n1	-7.7%
Nc1ncnc2c1ncn2[C@@H]1O[C@H](C(=O)N2CCN(c3nc4ccccc4o3)CC2)[C@@H](O)[C@H]1O	0.1%
Cc1onc(-c2ccccc2)c1-c1nnc(COC(=O)c2ccc(F)cc2)o1	-11.1%
C[C@@H]1CCCCO[C@H](CN(C)C(=O)Nc2ccccc2)[C@@H](C)CN([C@H](C)CO)C(=O)c2cc(NS(=O)(=O)c3cn(C)cn3)ccc2O1	1.3%
Cc1cc(Nc2ccc(C)c(C)c2)n2ncnc2n1	-1.7%
CCNC(=O)C1(C)CCN(C(=O)c2cccc(OC(F)(F)F)c2)C1 (stereo unspecified)	-0.5%
COCC(=O)N(C)C[C@@H]1Oc2cc(-c3ccc(F)cc3)ccc2S(=O)(=O)N([C@H](C)CO)C[C@H]1C	-5.6%
COCCNC(=O)C1(C)CCCN(C(=O)CCc2ccccc2)C1 (stereo unspecified)	0.5%
CC(=O)Nc1ccc(S(=O)(=O)NCc2ccc(C(=O)NCCN(C)Cc3ccccc3)cc2)cc1	0.3%
Cc1nc2cnc(OCc3ccccc3)nc2n(CCC#N)c1=O	-6.9%
O=C(OCc1ccccc1)N1CCC2CC1c1cc(N3CCN(S(=O)(=O)c4cccc5ccccc45)CC3)ccc12 (stereo unspecified)	-3.1%

Of the compounds above, these have two or more sulfur atoms:
SMILES	TbPYK inhibitor
CCCN(C(=O)CSc1nnc(-c2ccc3c(c2)OCO3)o1)C1CCS(=O)(=O)C1 (stereo unspecified)	-1.4%
O=S(=O)(c1ccc(SCc2c(F)cccc2Cl)nc1)N1CCCC1	-7.6%
Cc1ccc(S(=O)(=O)N2C[C@H]3C(=O)C[C@@H](c4ccccc4)N(S(=O)(=O)c4ccccc4C)[C@H]3C[C@H]2c2ccccc2)cc1	-15.2%

(list continues)
SMILES	TbPYK inhibitor
Nc1nc(-c2ccccc2)c(CC(=O)O)s1	-16.5%
O=C(c1ccco1)N1CCC2(CC1)CCN(C(c1ccccc1)c1ccccc1)CC2	-11.3%
CCCCCCn1c(=O)n2n(c1=O)[C@@H]1CN(S(=O)(=O)c3ccc(C)cc3)C[C@]1(O)[C@@H](OC(=O)NCc1ccco1)C2	5.6%
CCOC(=O)C1=CCN(S(=O)(=O)c2ccccc2F)C1c1cccc(F)c1 (stereo unspecified)	-0.3%
COc1ccc(S(=O)(=O)NC(=O)C2(C)CCN2C(=O)Cc2cc(F)ccc2F)cc1 (stereo unspecified)	3.1%
CCNC(=O)C1(C)CCCN(Cc2cccc(Oc3ccccc3)c2)C1 (stereo unspecified)	5.9%
FC(F)C(F)(F)Oc1cccc(Nc2nccn3c(-c4cc(C(F)(F)F)cc(C(F)(F)F)c4)cnc23)c1	4.8%
CCOC(=O)CCCCCC(=O)Nc1ccc2c(c1)C(=O)N([C@@H](C)CO)C[C@H](C)[C@H](CN(C)C(=O)c1ccccc1)OCCCC[C@H](C)O2	3.2%
CCCCN(C)CCCNC(=O)Cn1cc2c(n1)-c1c(oc(C(=O)N3CCCC3)c1C)CC2	-9.3%
COc1ccccc1NC(=O)CN(Cc1ccco1)C(=O)c1cc(Cl)c(OC)c(OC)c1	4.7%
COC(=O)C1=C(C)NC(COC(N)=O)=C(C(=O)OC(C)C)C1c1cccc(Cl)c1Cl (stereo unspecified)	2.4%
O=C(NCc1ccc(F)cc1F)[C@@H]1CCCN1C(=O)[C@@H]1CCCN1C(=O)c1ccccc1	1.0%
CC(=O)c1ccc(Nc2nc(C(N)COCc3ccccc3)cs2)cc1 (stereo unspecified)	-12.7%
COC(=O)c1ccc2nc(-c3ccco3)c(Cc3cccc(F)c3)n2c1	?
N=C(N)c1ccc(OCCCOc2ccc(C(=N)N)cc2Br)c(Br)c1	-0.9%
CN(CCCn1ccc(NC(=O)OCc2ccccc2)nc1=O)CCc1ccccn1	-0.5%
COC(=O)c1ccc2nc(-c3ccco3)c(Cc3ccccc3C(F)(F)F)n2c1	?
Cn1cccc1C(=O)N1CCC2(CCCN(c3cccc(-c4ccccc4)c3)C2)CC1	11.8%
COc1ccc(C(c2nnnn2C2CCCC2)N2CCN(C/C=C/c3ccccc3)CC2)cc1 (stereo unspecified)	1.7%
CC1=C(C(=O)N2CCOCC2)CC(CC(=O)NCC2CCCCC2)C(=O)N1Cc1ccc(F)cc1 (stereo unspecified)	3.5%
O=C(NCCO)C(=O)NCC(c1cccs1)S(=O)(=O)c1ccc(F)cc1 (stereo unspecified)	-1.5%
CCOC1=C2[C@H](c3cccc(Cl)c3)N(S(=O)(=O)c3ccc(C)cc3)C[C@H]2n2c(=O)n(-c3ccccc3)c(=O)n2C1	-13.7%
Cc1cc(=O)c2c(=O)[nH][nH]c2[nH]1	-1.1%
CC(C)(C)S(=O)N1Cc2cc(C(=O)NCC(F)(F)F)nc(-c3cccc(-c4cccc(F)c4)c3)c2[C@H]1CCO (stereo partly specified)	-3.2%

Random excerpt: 5 records from the list.
SMILES	TbPYK inhibitor
O=C(NCCO)C(=O)NCC(c1cccs1)S(=O)(=O)c1ccc(F)cc1 (stereo unspecified)	-1.5%
COC(=O)c1ccc2nc(-c3ccco3)c(Cc3ccccc3C(F)(F)F)n2c1	?
Cn1cccc1C(=O)N1CCC2(CCCN(c3cccc(-c4ccccc4)c3)C2)CC1	11.8%
Cc1cc(=O)c2c(=O)[nH][nH]c2[nH]1	-1.1%
CN(CCCn1ccc(NC(=O)OCc2ccccc2)nc1=O)CCc1ccccn1	-0.5%

Next structures follow:
SMILES	TbPYK inhibitor
O=C(NC1CCCC1)C1c2ccccc2OCC(=O)N1C1CC1 (stereo unspecified)	6.1%
NS(=O)(=O)c1ccc(CCNC(=O)CSc2nc3ccsc3c(=O)n2Cc2ccccn2)cc1	-0.9%
CC(=O)OC[C@@H]1CN(Cc2ccccc2)C[C@H](n2cnc3c(NC4CC4)ncnc32)O1	-0.2%
COc1ccc(Cn2cc(CN3CC(N4CCN(CCN(C)C)CC4)CS3(=O)=O)nn2)cc1 (stereo unspecified)	1.0%
COc1ccc(N2C(=O)CC(Sc3nccc(C)n3)C2=O)c(OC)c1 (stereo unspecified)	0.8%
CCCC(=O)N(Cc1cc2cc(OC)ccc2[nH]c1=O)c1ccccc1OC	-0.7%
Fc1ccc(CNc2ccn3nc(-c4ccccc4)cc3n2)cc1	2.4%
CCc1ccc(NC(=O)CCCOc2cc(=O)n(C)c3ccccc23)cc1	-6.1%
NC(=O)CCC(C(=O)O)N1C(=O)C2C3CCC(C3)C2C1=O (stereo unspecified)	4.0%
CNC(=O)C[C@H]1C(=O)N(c2ccc(OC)cc2)C[C@@H]1C	4.8%

An excerpt (hit frequency here may not be typical).
